Screening data from PubChem.
PhoP GFP inhibition = PhoP regulon inhibitors, Salmonella typhi PhoP promoter GFP reporter, confirmatory (AID 1850); Salmonella Typhi PhoP-promoter GFP reporter, fluorescence, 4 h; higher % means a stronger effect; 310,000 tested, 0.33% active; inhibition, % at 50 µM, or IC50 in µM where a hit was titrated; in the data active = a potency from the dose series; inconclusive = inhibition mostly from about 25% at the one dose, without a potency; inactive = the rest, 99 in 100 with inhibition below about 19%;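 also: 0% = induced wells with vehicle and 100% = uninduced wells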
M. tuberculosis HTS = M. tuberculosis growth inhibition, HTS (AID 449762). M. tuberculosis H37Rv growth inhibition, 7H9 media; higher % means a stronger effect. inhibition, % at 25 µM, or IC50 in µM where a hit was titrated. 330,000 tested, 0.59% active; in the data active = a potency from the dose series; inconclusive = inhibition above about 70% without an active follow-up result;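 also: bacterial growth assessed after seven days of incubation; strong numbers were not always called active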
tuberculosis growth = growth inhibition of non-replicating M. tuberculosis (AID 488890); Mycobacterium tuberculosis non-replicating, growth inhibition; higher % means a stronger effect; one-dose inhibition, % at 25 µM; IC50 in µM for titrated hits; 320,000 tested, 0.39% active; in the data active = a potency from the dose series; inconclusive = inhibition mostly from about 82% at the one dose, without a potency; inactive = the rest, 99 in 100 with inhibition below about 76%;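 also: plate controls were DMSO cells for no effect and high antibiotic wells for full effect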
inhibitors of VEEV = inhibitors of VEEV TC-83 cytopathic effect, confirmation, Vero cells (AID 588727) | one-dose inhibition, % at 20 µM; IC50 in µM for titrated hits | Vero cells, VEEV TC-83 cytopathic effect inhibition; higher % means a stronger effect | 350,000 tested, 0.13% active; in the data active = a potency from the dose series; inconclusive = inhibition mostly from about 14% at the one dose, without a potency; inactive = the rest, 99 in 100 with inhibition below about 12%; also: strong numbers were not always called active
H1N1 NS1A inhibition = NS1A inhibition, H1N1 influenza, cell based functional assay (AID 504329). inhibition, % at 12.5 µM; hits with a dose series show IC50 in µM. 340,000 tested, 0.3% active. NS1A functional cell-based assay, percent inhibition; higher % means a stronger effect; in the data active = a potency from the dose series; inconclusive = inhibition above about 27% without an active follow-up result; also: strong numbers were not always called active
inhibitors of VEEV 10K pilot screen = recorded beside inhibitors of VEEV, whose call it bears; inhibition, %; measured here: 10K pilot screen inhibition
Active calls of the source: *; i = inactive; ? = inconclusive; · = no result given. Rows were taken by chance (roughly 1.6% active in at least one column).

Sample of the layout, 11 compounds:
SMILES | PhoP GFP inhibition | M. tuberculosis HTS | tuberculosis growth | inhibitors of VEEV | H1N1 NS1A inhibition | others
O=C(O)CCCN1C(=O)/C(=C\c2ccccc2OCc2ccccc2)SC1=S | 5% | 0% | 9% | 2.4% | 0%
CCN(CC(=O)Nc1ccc(NC(C)=O)cc1)C(=O)c1ccc2ccccc2c1 | -3% | 3% | 1% | 1.9% | 9%
O=C(Nc1ccc(N2CCN(C(=O)c3ccco3)CC2)c(Cl)c1)c1cc2ccccc2o1 | -16% | ? | ? | 23% | 4%
NNC(=O)CNC(=O)C12CC3CC(CC(C3)C1)C2 | -2% | 0% | 97% | 0.4% | 5%
CC1Cc2c([nH]c(=O)n(-c3ccccc3)c2=O)O1 (stereo unspecified) | · | · | · | 0.7% | -1%
O=C(Nc1ccc2c(c1)OCO2)c1ccccc1SCC(=O)N1CCCC1 | -9% | -1% | 1% | i | -3%
Cc1cccc(N=Nc2c(O)[nH]c3ccc(F)cc23)c1 | -15% | 2% | 6% | 3.6% | -1%
Cc1cc(=O)oc(C)c1C(=O)N[C@@H](Cc1ccccc1)C(=O)O | 1% | -4% | -2% | i | -1%
CCN(CC)S(=O)(=O)c1cc(NC(=O)C2Cc3ccccc3C(=O)O2)ccc1C (stereo unspecified) | 25% | 1% | 16% | 0.8% | -13%
NC(=O)CSc1nnc(Cc2ccc3c(c2)OCO3)n1C1CCCCC1 | 4% | 1% | 6% | 1.9% | -6%
COc1cc(OC)c(C2N(c3ccc(Cl)c(Cl)c3)C(=O)C3CCCN32)cc1OC (stereo unspecified) | -6% | 6% | 22% | 4.2% | -2% | inhibitors of VEEV 10K pilot screen=0.4

All compounds of this part, from the start:
SMILES | PhoP GFP inhibition | M. tuberculosis HTS | tuberculosis growth | inhibitors of VEEV | H1N1 NS1A inhibition | others
O=C(O)CCCN1C(=O)/C(=C\c2ccccc2OCc2ccccc2)SC1=S | 5% | 0% | 9% | 2.4% | 0%
CCN(CC(=O)Nc1ccc(NC(C)=O)cc1)C(=O)c1ccc2ccccc2c1 | -3% | 3% | 1% | 1.9% | 9%
O=C(Nc1ccc(N2CCN(C(=O)c3ccco3)CC2)c(Cl)c1)c1cc2ccccc2o1 | -16% | ? | ? | 23% | 4%
NNC(=O)CNC(=O)C12CC3CC(CC(C3)C1)C2 | -2% | 0% | 97% | 0.4% | 5%
CC1Cc2c([nH]c(=O)n(-c3ccccc3)c2=O)O1 (stereo unspecified) | · | · | · | 0.7% | -1%
O=C(Nc1ccc2c(c1)OCO2)c1ccccc1SCC(=O)N1CCCC1 | -9% | -1% | 1% | i | -3%
Cc1cccc(N=Nc2c(O)[nH]c3ccc(F)cc23)c1 | -15% | 2% | 6% | 3.6% | -1%
Cc1cc(=O)oc(C)c1C(=O)N[C@@H](Cc1ccccc1)C(=O)O | 1% | -4% | -2% | i | -1%
CCN(CC)S(=O)(=O)c1cc(NC(=O)C2Cc3ccccc3C(=O)O2)ccc1C (stereo unspecified) | 25% | 1% | 16% | 0.8% | -13%
NC(=O)CSc1nnc(Cc2ccc3c(c2)OCO3)n1C1CCCCC1 | 4% | 1% | 6% | 1.9% | -6%
COc1cc(OC)c(C2N(c3ccc(Cl)c(Cl)c3)C(=O)C3CCCN32)cc1OC (stereo unspecified) | -6% | 6% | 22% | 4.2% | -2% | inhibitors of VEEV 10K pilot screen=0.4
CC(Sc1nc2c(cc1C#N)CCCCC2)C(=O)O (stereo unspecified) | 3% | -3% | 12% | · | ·
COc1ccc(Oc2ccc(N/C=C3\CCCC3=O)cc2)cc1 | -4% | 70% | 32% | 0.9% | -8% | inhibitors of VEEV 10K pilot screen=4.3
Cc1ccc(-n2nc3c(=O)n(CC(=O)NCCc4ccco4)nc(C)c3c2C)cc1 | -15% | -6% | -9% | i | 0%
COC(=O)[C@@]1(Cc2ccccc2)[C@H]2C(=O)N(C)C(=O)[C@H]2[C@H]2CN(C)C(=NCc3ccccc3)N21 | · | · | · | i | -8%
COc1ccc(S(=O)(=O)N2CCOCC2)cc1N(C)S(=O)(=O)c1ccc(C)cc1 | -2% | -8% | 2% | 2.5% | -1%
CC(=O)c1ccc(NC(=S)NCCCN2CCOCC2)cc1 | 8% | -2% | 48% | i | -8%
Nc1nc(SCc2ccc(Br)cc2)n[nH]1 | -2% | 9% | -4% | i | -8%
Cc1ccc(CSCCNC(=O)c2cccc([N+](=O)[O-])c2)cc1 | -7% | 6% | i | i | 0%
COc1cc(C)c(S(=O)(=O)NCc2ccc3c(c2)OCO3)cc1C | 2% | -7% | 15% | 1.6% | -1%
CCn1cc(C(=O)OCC(=O)Nc2ccc(S(=O)(=O)N3CCCC3)cc2)c(=O)c2ccc(C)nc21 | 11% | 3% | 2% | 7.4% | 13%
C=CCn1c(SCC(=O)Nc2nnc(CC)s2)nnc1-c1cccnc1 | 4% | 2% | -12% | 0.5% | 11%
CC(=O)c1ccc(OCC(O)CN2CCc3ccccc3C2)cc1 (stereo unspecified) | -1% | -5% | -2% | i | -7%
COc1ccc(N2CCN(C(=O)c3oc4ccccc4c3NC(=O)Cc3ccc(OC)c(OC)c3)CC2)cc1 | 7% | 11% | 23% | 2.3% | -4%
CC(=O)NC[C@H]1CN(c2ccc(N3CCOCC3)c(F)c2)C(=O)O1 | -1% | ? | ? | · | ·
CN(C)CCCN(C(=O)c1ccc(S(=O)(=O)N2CCc3ccccc3C2)cc1)c1nc2c(F)cccc2s1 | -3% | -2% | -2% | 1.4% | -5%
O=c1cc[nH]c2ccc([N+](=O)[O-])cc12 | 6% | -2% | -15% | 0.8% | 11%
O=C(Nc1nnc(CC(=O)N2CCOCC2)s1)c1cccs1 | 14% | -1% | -6% | 0.2% | 4%
O=C(O)C(Cc1ccccc1)N1C(=O)/C(=C/C=C/c2ccco2)SC1=S (stereo unspecified) | · | · | · | 0.2% | -2%
CCN(c1ccccc1)S(=O)(=O)c1cc2c(cc1C)N(C)CCO2 | 0% | 7% | 8% | 0.5% | -1%

Ordered by SMILES length (low to high): three of the compounds above.
SMILES | PhoP GFP inhibition | M. tuberculosis HTS | tuberculosis growth | inhibitors of VEEV | H1N1 NS1A inhibition | others
O=c1cc[nH]c2ccc([N+](=O)[O-])cc12 | 6% | -2% | -15% | 0.8% | 11%
C=CCn1c(SCC(=O)Nc2nnc(CC)s2)nnc1-c1cccnc1 | 4% | 2% | -12% | 0.5% | 11%
O=C(O)C(Cc1ccccc1)N1C(=O)/C(=C/C=C/c2ccco2)SC1=S (stereo unspecified) | · | · | · | 0.2% | -2%

The list goes on.
SMILES | PhoP GFP inhibition | M. tuberculosis HTS | tuberculosis growth | inhibitors of VEEV | H1N1 NS1A inhibition | others
O=C(CCNC(=O)c1ccc(Cl)cc1)Nc1ccc(S(=O)(=O)N2CCOCC2)cc1 | · | 2% | -15% | 1.6% | -4%
COc1cc(NC(=O)NS(=O)(=O)c2ccc(C)cc2)cc(OC)c1 | -2% | ? | 29% | 1.5% | -3%
C=CCOc1ccc(Br)cc1CNCC | 29% | -18% | -1% | 0.6% | -10%
CCOC(=O)c1cc(CC)sc1NC(=O)c1cccc(N2C(=O)CCC2=O)c1 | -26% | -5% | -4% | 0.1% | -5%
O=c1[nH]cnc2scc(-c3ccc(Br)cc3)c12 | -9% | -3% | -1% | i | -4%
CC1CCN(C(=O)CN2C(=O)COc3ccc(Cl)cc32)CC1 | -4% | 6% | -20% | 2.7% | -7%
COc1ccccc1S(=O)(=O)c1ccccc1[N+](=O)[O-] | -3% | 2% | -11% | i | -7%
COc1ccc(C(=O)NNc2ccccc2)cc1 | 0% | ? | 69% | 1.0% | -9%
COc1ccc(OC)c(S(=O)(=O)Nc2ccc3oc(C)c(C(C)=O)c3c2)c1 | 6% | 3% | -6% | 0.5% | 7%
CCC(CO)Oc1cc(NCc2ccccc2F)c2ncn(C(C)C)c2c1 (stereo unspecified) | · | 0% | 28% | 2.5% | -6%
Oc1ccc2ccccc2c1CNc1ccccc1 | · | · | · | 1.2% | 2%
CCC(C)(C(=O)NC1CCCC1)N(C(=O)c1cnccn1)c1ccccc1 (stereo unspecified) | -7% | -15% | · | 0.2% | 4%
Nc1n[nH]c(CCCO)n1 | -3% | -4% | -30% | 0.2% | -6%
N#C/C(=C(/O)CSc1ccccn1)c1nc2ccccc2s1 | -2% | 6% | 27% | 3.5% | -8%
Cc1ccc(N(CC(=O)Nc2cccc(C)c2)S(=O)(=O)c2cccc3nonc23)cc1 | -5% | -5% | 12% | 2.0% | 4%
COC(=O)c1ccc(OC)c(OC2CCCC2)c1 | -7% | -1% | 2% | i | 10%
CC(C)C(=O)c1cn(CC(=O)NCc2ccc3c(c2)OCO3)c2ccccc12 | -1% | -5% | 0% | 3.0% | 3% | inhibitors of VEEV 10K pilot screen=0.8
CCN(CC)c1nc2c(s1)C(=O)NCCC2 | 2% | -1% | -12% | 1.0% | -2%
COc1ccc(CCNC(=O)C2CCN(S(=O)(=O)N3CC(C)CC(C)C3)CC2)cc1OC (stereo unspecified) | 0% | 1% | 16% | i | -3%
O=[n+]1c2c(n([O-])c3cc(F)c(F)cc31)CCCC2 | -3% | -6% | -6% | 2.0% | 1%
COc1cc2ncnc(NCc3ccccc3F)c2cc1OC | -9% | 4% | -15% | 10.0% | 2%
Cc1c(C(=O)N2CCC3(CC2)OCCO3)oc2ccc(S(=O)(=O)N3CCOCC3)cc12 | -3% | -13% | -2% | 4.6% | -7%
Cc1sc2ncn(CC(=O)NCC3COc4ccccc4O3)c(=O)c2c1S(=O)(=O)N1CCCCC1 (stereo unspecified) | 5% | -7% | 4% | 0.6% | -3%
CCOc1ccc(NC(=O)CN(C)CC(=O)Nc2ccccc2C#N)cc1OCC | 5% | -2% | -8% | 5.3% | 5%
COc1cccc(-c2cc(C(=O)Nc3ccccc3SC)no2)c1 | 6% | -5% | 26% | 0.5% | 21%
CCCn1c(N)c(Sc2ccc(C)cc2)c(=O)n(CCC)c1=O | 10% | -4% | 6% | i | -3%
CC(C)Cn1c(-c2ccncc2)n[nH]c1=S | 5% | -8% | 12% | 1.0% | 0%
Cc1ccccc1NC(=O)COC(=O)c1n[nH]c(=O)c2ccccc12 | · | · | · | 1.7% | -9%
Cc1ccc(/C=N/N2C(=S)SC(C)(C)C2N(O)C(=O)Nc2ccc([N+](=O)[O-])cc2)cc1 (stereo unspecified) | -8% | -5% | · | 4.6% | 2%
COc1cc(/C=N/N=C(N)N)ccc1OCc1ccccc1Cl | -7% | 24% | ? | 12% | 9%
CCc1ccc(CNC(=O)C(=O)NCCc2ccc(OC)c(OC)c2)cc1 | 0% | 8% | 25% | 4.9% | -2%
Cc1ccc(C)c(NC(=S)/C(=C(\[O-])c2ccc(Cl)s2)[n+]2ccccc2)c1 | 3% | 8% | 29% | 1.5% | 1%
OCCCNC(=S)Nc1ccc(Nc2ccccc2)cc1 | -1% | 0% | 38% | 0.0% | -13%
CCCNC(=O)c1ccc(SCC(=O)N(CC)CC)c([N+](=O)[O-])c1 | -12% | -4% | -15% | 0.1% | 5%
CCOc1cc(-n2ncc(C#N)c2N)nc(SC)n1 | 8% | -5% | -5% | i | -23%
CNC(=S)N1CCc2cc(OC)c(OC)cc2C1COc1ccc(OC)cc1 (stereo unspecified) | -5% | -10% | -8% | 1.9% | -3%
CCC(C)(C(=O)NC1CCCCC1)N(Cc1ccco1)C(=O)c1cnccn1 (stereo unspecified) | -2% | -9% | -10% | i | -7%
O=C(C1CC1(c1ccccc1)c1ccccc1)N1CCOCC1 (stereo unspecified) | 7% | -7% | -3% | 2.1% | 7%
CCN(CC)CCN(C(=O)CCS(=O)(=O)c1ccccc1)c1nc2c(C)cc(C)cc2s1 | -1% | -7% | 5% | 9.8% | 0%
CN(C(=O)COC(=O)Cc1c(F)cccc1Cl)c1c(N)n(Cc2ccccc2)c(=O)[nH]c1=O | · | 1% | -4% | 1.6% | -11%
CCC(C(=O)NCc1ccco1)n1nc(C)n2c(cc3occc32)c1=O (stereo unspecified) | 4% | -2% | -7% | 0.9% | 2%
C=CCOc1cccc(C2/C(=C(\O)c3ccc(F)cc3)C(=O)C(=O)N2CCN(C)C)c1 (stereo unspecified) | 8% | -5% | 6% | 0.8% | -5%
CC(C)[C@H]1COC(NC2=N[C@@H](C(C)C)CO2)=N1 | 3% | 1% | -14% | 0.5% | -10% | inhibitors of VEEV 10K pilot screen=0.1
Cn1c(SCC(=O)NNC(=S)Nc2ccccc2)nnc1-c1ccncc1 | 10% | -9% | -13% | · | ·
CCCC(NC(=O)CCl)c1ccccc1 (stereo unspecified) | -3% | 68% | 66% | ? | -4%
O=C(COC(=O)c1ccc(CO)cc1)c1ccc(S(=O)(=O)N2CCCCC2)cc1 | · | 9% | 5% | 1.8% | -11%
